Screening results as filed in PubChem BioAssay.
Giardia killer – kills Giardia lamblia | activity change, % at 7.66 µM, hits read low | Giardia lamblia trophozoite viability | AID 540267 | hit rate 0.15% among 340,000; in the data active = activity change below about -80%; inconclusive = between about -30% and that limit;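 note: parasites exposed to compound for two days anaerobically before the ATP read; % is set by controls: 0 for no effect and ±100 for the full control effect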
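Luminescent ATP signal served as the viability read-out, measured 15-30 min after adding ATP detection reagent to trophozoites that had been incubated with compounds for 48 hrs at 37 deg C anaerobically at 100 cells/well.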
PTAP TSG101 blk – blocks PTAP/TSG101 interaction to inhibit HIV-1 budding; 340,000 tested, under 10 active; Q99816; AID 493005; Potency, µM (highest dose often 115 µM), for the others: at the top dose activity change, negative = inhibition, most hits filed as inhibitors; Fluorescence polarization, FITC-PTAP peptide / Tsg101 binding; active = well fitted inhibition curve with a large enough effect in the main read-out, with a control signal flat, not every such curve was filed as active; inconclusive = small, poorly fitted or top-dose-only effect, or effect the other way, or a change in a side signal; inactive = no such curve, though single readings can be large or run the other way; note: potency is the fitted concentration of half-maximal effect; % of control where 0% means no effect
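Fluorescence polarization binding of Tsg101 binding domain (10 uM final) to FITC-labeled PTAP peptide (50 nM final) in HEPES pH 7.5 buffer with NaCl, Tween 20, EDTA, TCEP. Compounds added before peptide; binding 20 min at RT.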
Menin-MLL TR inh – displaces Texas Red mutant MLL peptide from human menin. Menin + Texas Red MLL mutant peptide, fluorescence polarization. O00255. Potency, µM (top dose mostly 61.6 µM), without a hit: top-dose FP activity change, negative = inhibition, usual class: inhibitors. hit rate 0.23% among 270,000; active = well fitted inhibition curve with a large enough effect in the polarisation, with a control signal flat, not every such curve was filed as active; inconclusive = small, poorly fitted or top-dose-only effect, or effect the other way, or a change in a side signal; inactive = no such curve, though single readings can be large or run the other way; the % refers to the polarisation; note: potency is the fitted concentration of half-maximal effect; % of control where 0% means no effect; many of its hits are not listed in these tables
B2AR arrestin – recruits beta-arrestin to the human beta2-adrenergic receptor; P07550; beta-arrestin recruitment to beta2AR, cell-based reporter; Potency, µM (doses to about 46.1 µM), without a hit: at the highest dose activation, usual class: activators; hit rate 0.02% among 330,000; AID 492947;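 note: potency is the fitted concentration of half-maximal effect; 0% = DMSO controls and full agonism = EC100 isoproterenol or metaproterenol; nearly all actives have a fitted effect of over 65% in size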
GALK inh – galactokinase (human) inhibition; P51570; Purified GALK, Kinase-Glo residual ATP luminescence; Potency, µM (highest dose often 57.5 µM), without a hit: top-dose activity change, negative = inhibition, usual class: inhibitors; hit rate 0.007% among 270,000; AID 1868; note: potency is the fitted concentration of half-maximal effect; % is set by controls: 0 for no effect and ±100 for the full control effect
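Galactose (100 uM) and ATP (35 uM) were turned over by 5 nM GALK for 1 h at RT. Kinase-Glo Plus then converted the remaining ATP into a luminescent signal.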
ASM inhibitor – inhibitors of human secretory acid sphingomyelinase. P17405. placental ASM, HMU-PC fluorogenic substrate, 60 min. Potency, µM (highest dose often 57.5 µM), inactives show at the highest dose activity change, negative = inhibition, actives largely listed as inhibitors. hit rate 0.006% among 340,000. AID 504937; note: potency is the fitted concentration of half-maximal effect
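HMU-PC0 cleavage (9 uM final) by human placental ASM, 60 min at 37 °C following 10 min compound exposure at RT; stopped at pH 10, fluorescence Ex 386/Em 447 nm.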
Chronic BCR inh – chronic active BCR signaling inhibition | AID 493014 | ABC-DLBCL IkBa-CBG/CBR reporter, luminescence ratio, 4 h | Potency, µM (titrated, usually from 46.1 µM), inactives show at the highest dose ratio change, negative = lower green/red ratio, most hits filed as inhibitors | hit rate 0.05% among 340,000; active = well fitted inhibition curve with a large enough effect in the signal ratio, with a control signal flat, not every such curve was filed as active; inconclusive = small, poorly fitted or top-dose-only effect, or effect the other way, or a change in a side signal; the % refers to the signal ratio;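 note: potency is the fitted concentration of half-maximal effect; plate controls were basal doxycycline-induced cells for no effect and cells given 10 µM MG132 for full effect; MG132 reads +100%, hits lower the ratio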
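TMD8 human ABC-DLBCL cells with doxycycline-inducible IκBα–green luciferase fusion and unfused red luciferase, in 0.5% FBS medium; compounds up to 46 uM, 4 h at 37C. Green/red luminescence ratio, filter-overlap corrected, fitted to concentration-response curves.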
a7 integrin act – activators of alpha7 integrin expression for muscular dystrophy; Potency, µM (titrated, usually from 38.3 µM), without a hit: at the highest dose activation, most hits filed as activators; AID 624291; alpha7betagal myoblasts, beta-gal FDG fluorescence, 48 h; hit rate 0.064% among 350,000;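 note: potency is the fitted concentration of half-maximal effect; 100% = response of the positive control SU9516; nearly all actives have a fitted effect of over 60% in size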
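alpha7betagal+/- myoblasts (passage 13, 250/well) treated 48 h at 37C with compounds at 1:260 dilution of DMSO stock. Lysed, then beta-galactosidase activity read as FDG fluorescence (ex 480/em 540) after 30 min, with pre-read for autofluorescence.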
Tb PFK block – inhibitors of T. brucei phosphofructokinase. O15648. T. brucei PFK, ADP-Glo luminescence. Potency, µM (highest dose often 57.5 µM), for the others: at the top dose activity, negative = inhibition, usual class: inhibitors. hit rate 0.17% among 330,000. AID 485367;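 note: potency is the fitted concentration of half-maximal effect; 0% = uninhibited 1x PFK enzyme wells and -100% = no-enzyme wells; nearly all actives have a fitted effect of over 60% in size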
Target sequence (O15648 whole entry, looked up): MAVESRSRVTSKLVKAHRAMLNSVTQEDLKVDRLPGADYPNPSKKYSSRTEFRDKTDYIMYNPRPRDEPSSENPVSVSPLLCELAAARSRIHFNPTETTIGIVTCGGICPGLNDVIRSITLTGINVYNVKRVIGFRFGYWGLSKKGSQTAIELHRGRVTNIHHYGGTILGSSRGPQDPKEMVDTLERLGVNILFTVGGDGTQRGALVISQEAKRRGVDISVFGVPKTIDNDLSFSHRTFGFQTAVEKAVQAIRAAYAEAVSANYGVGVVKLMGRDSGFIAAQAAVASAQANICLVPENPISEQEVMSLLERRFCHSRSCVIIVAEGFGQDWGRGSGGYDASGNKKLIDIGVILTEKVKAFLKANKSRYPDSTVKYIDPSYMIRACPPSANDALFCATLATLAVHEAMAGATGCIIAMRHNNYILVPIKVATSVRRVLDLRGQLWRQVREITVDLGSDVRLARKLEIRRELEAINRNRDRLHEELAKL
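PFK 1.25 nM, F6P 0.5 mM, ATP 0.1 mM, 0.1 M TEA pH 8.0, 5 mM MgCl2, 0.01% Tween20, 0.1% BSA; 45 min RT. ADP-Glo readout. qHTS titration up to 57 uM; curves fitted, compounds curve-classed.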
Coupling enz – coupling enzyme interference in Giardia aldolase counter-screen. coupling enzyme system counterscreen, AmpLite Red fluorescence. activity change, negative = inhibition, % at 58.2 µM, hits read low. hit rate 0.67% among 290,000. AID 2472; in the data active = activity change below about -30%; note: % is set by controls: 0 for no effect and ±100 for the full control effect
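Compounds tested against the coupling enzymes alone at 57.5 uM final; readout was AmpLite Red fluorescence (525/598 nm) after 20 min at RT.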
PKM2 act – increases activity of human pyruvate kinase M2 | P14618 | purified PKM2, Kinase-Glo ATP luminescence, activation; response scale: 0% is enzyme alone, no compound | Potency, µM (doses to about 57.5 µM), for inactives: top-dose activation, usual class: activators | hit rate 0.34% among 260,000 | AID 1631; note: potency is the fitted concentration of half-maximal effect; % is set by controls: 0 for no effect and ±100 for the full control effect; nearly all actives have a fitted effect of over 55% in size
Target sequence (P14618 whole entry, looked up): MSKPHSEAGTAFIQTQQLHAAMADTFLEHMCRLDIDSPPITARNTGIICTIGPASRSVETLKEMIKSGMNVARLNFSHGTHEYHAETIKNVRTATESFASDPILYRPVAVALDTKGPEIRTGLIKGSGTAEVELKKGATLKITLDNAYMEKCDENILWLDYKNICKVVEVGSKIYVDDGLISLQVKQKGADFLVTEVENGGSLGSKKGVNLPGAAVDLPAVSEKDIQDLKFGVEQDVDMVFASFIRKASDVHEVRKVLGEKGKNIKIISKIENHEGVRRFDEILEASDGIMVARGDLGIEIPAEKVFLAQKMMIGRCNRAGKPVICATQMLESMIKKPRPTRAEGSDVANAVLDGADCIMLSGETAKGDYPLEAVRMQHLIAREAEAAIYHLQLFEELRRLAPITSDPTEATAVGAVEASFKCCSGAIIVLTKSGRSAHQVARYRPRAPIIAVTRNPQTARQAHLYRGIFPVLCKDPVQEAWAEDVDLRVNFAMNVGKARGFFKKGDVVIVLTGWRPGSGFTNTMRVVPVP
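hPK-M2, >95% pure; 0.1 mM ADP / 0.5 mM PEP final; imidazole pH7.2 buffer w/ 7 mM MgCl2, 50 mM KCl; 1 h RT; Kinase-Glo lum. Intermediate enzyme activity for dual inhibitor/activator qHTS.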
Starred values were filed as active, the others as inactive; ? = inconclusive; / = not tested or not shown; [ ] = remark or other dose. Unless noted, calls come from the whole dose curve; as a rule, active = well fitted curve in the direction sought with a large enough effect; inconclusive = small, poorly fitted or top-dose-only effect, or another doubt; inactive = no such curve, though single readings can be large; an effect the other way counts as inactive or inconclusive. The list is partial; count on the stated rates, not on these rows.

SMILES | Giardia killer | PTAP TSG101 blk | Menin-MLL TR inh | B2AR arrestin | GALK inh | ASM inhibitor | Chronic BCR inh | a7 integrin act | Tb PFK block | Coupling enz | PKM2 act
COc1cc(CN2CCN(Cc3c[nH]c4ccccc34)CC2CCO)cc(OC)c1 (stereo not drawn) | 18 | -5% | -16% | 0.1% | 0% | 2% | -9% | -33%[inhibitor] | -13% | 3 | 0%
CCOC(=O)N/N=C/c1c(F)c(F)c(F)c(F)c1F | -8 | -4% | -15% | -0.8% | 4% | 0% | ? | -15% | -3% | 1 | 3%
C[C@H](NC(=O)c1nc[nH]c1C(=O)NCC(=O)OCc1ccccc1)C(=O)OCc1ccccc1 | 8 | 1% | 21% | -0.2% | / | -13% | -1% | -5% | 2% | 3 | 1%
COCCNC(=O)c1ccc(N2CC3CC(C2)c2cccc(=O)n2C3)c(NC(=O)c2ccc(Br)o2)c1 (stereo not drawn) | -24 | -4% | -1% | -0.3% | 11% | 3% | -13% | ? | -3% | 0 | -3%[0.46 µM]
O=C(c1cccs1)N1CCN(c2cc(Cl)ccc2Cl)CC1 | 20 | -2% | -28% | -1.8% | 3% | 0% | -1% | ? | -7% | 3 | -1%
CCN(CC)CCNc1cc(C)nc2c1C(=O)C(=O)C=C2N1CCCCC1 | -1 | 1% | -1% | 0.2% | 1% | -3% | ? | -7% | 1% | -64* | -12%
Cc1ccc(C(=O)N2CCN(C(=O)c3ccccc3)C2c2ccc(N(C)C)cc2)cc1 (stereo not drawn) | 15 | 0% | -20% | 6.6% | 0% | 4% | ? | -6% | 3% | 1 | -8%
S=c1[nH]c(-c2ccccc2)cn1/N=C/c1cccc2ccccc12 | 16 | 3% | ? | 0.2% | 10% | -8% | -6% | 0% | -8% | -1 | /
Nc1ncnc2c1ncn2[C@@H]1O[C@H](CNS(=O)(=O)c2ccc(-c3ccno3)s2)[C@@H](O)[C@H]1O | 9 | -2% | / | -0.3% | / | 4% | ? | -3% | -1% | / | /
O=C(c1ccccc1)N1CCN(CC#CC2(O)CCCCC2)CC1 | 1 | -2% | 0% | -0.4% | -1% | 0% | -1% | -9% | 4% | 0 | -8%
CC(CCc1ccccc1)NC(=O)CCNS(=O)(=O)c1ccccc1C(F)(F)F (stereo not drawn) | -11 | -8% | / | 0.1% | / | 0% | -1% | 1% | 0% | / | /
O=C(Cc1cccc(Cl)c1)Nc1ccc(Br)cc1 | 8 | 1% | ? | -0.4% | 9% | -9% | ? | -6% | -23% | 0 | 2%
CCOC(=O)CN1CC23C=CC(O2)C(C(=O)NCc2cccs2)C3C1=O (stereo not drawn) | -10 | -2% | 3% | 0.0% | 0% | 4% | ? | -7% | -1% | -2 | 4%
CC(=O)CCC1C2C(O)C(C(C)C)C(OC(=O)/C=C/c3ccccc3)CC12C (stereo not drawn) | 28 | 1% | / | -0.3% | 2% | -3% | -3% | -17% | 1% | 1 | 10%
Cc1ccc(C(=O)N(CCN2CCCCC2)CC2CCCN(C3CCCC3)C2)s1 (stereo not drawn) | 2 | / | -20% | 0.5% | -4% | 3% | -6% | -53%[inhibitor] | 8% | 1 | -2%
CC1(C)CC(OC(=O)c2ccco2)CC(C)(C)N1O | 5 | -5% | -1% | -3.0% | 0% | 0% | 0% | -10% | 4% | -5 | 0%
Cc1cccc(NC(=O)c2ccccc2NC(=O)Cc2ccccc2)c1C | 15 | 0% | ? | -0.6% | 3% | -2% | ? | -27% | -4% | 0 | -3%
O=C(/C=C/c1cccs1)N1CCOCC1 | 6 | -5% | 0% | -0.5% | 3% | 2% | 0% | 28% | -2% | 2 | -15%
COc1cc([N+](=O)[O-])ccc1NC(=O)CCS(=O)(=O)c1ccc2c(c1)n(C)c(=O)c(=O)n2C | -7 | 0% | / | 0.0% | 1% | 1% | -2% | 0% | 2% | / | /
O=C(C1CCN(S(=O)(=O)c2cccs2)CC1)N1CCCCC1 | -3 | -4% | / | -0.3% | -2% | -2% | 0% | 0% | 1% | / | -5%
O=C(CSc1nc2ccccc2[nH]1)N1c2ccccc2Sc2ccccc21 | 1 | 0% | ? | 1.3% | -2% | -5% | 9% | 15% | -5% | 5 | -14%
Fc1ccc(NC(=S)N2CCN(c3ncccn3)CC2)cc1 | -5 | 2% | 10% | -0.4% | 0% | 2% | 5% | 32% | 4% | 4 | 4%
CN1C(=O)N(CC(=O)Nc2ccc(C(F)(F)F)cc2)C(=O)C12CCCCC2 | 0 | -3% | / | -0.3% | / | -2% | -8% | 14% | 12% | / | /
Cc1ccccc1NC(=O)C(C)O/N=C/c1cccc([N+](=O)[O-])c1 (stereo not drawn) | 3 | -2% | 6% | -0.2% | 1% | -5% | ? | 13% | 4% | 2 | 4%
Cc1cccc(C)c1NC(=O)COC(=O)C1CC(=O)N(Cc2ccccc2)C1 (stereo not drawn) | -3 | 0% | 19% | 0.0% | 12% | -2% | 0% | -5% | -2% | 2 | -29%
Cc1ccccc1OCC(O)CNC1CCCC1 (stereo not drawn) | -2 | 0% | -22% | -0.2% | 2% | -2% | -1% | -5% | 0% | 2 | 14%
CCOC(=O)C1C(=O)NC(N2CCCCC2)=NC1C(C)C (stereo not drawn) | -3 | -3% | 0% | 0.4% | 4% | -3% | 0% | -15% | 4% | 4 | 0%
CN(C(=O)COC(=O)C1CCN(S(=O)(=O)c2ccc(Cl)cc2)CC1)C1CCS(=O)(=O)C1 (stereo not drawn) | 0 | -4% | / | -1.2% | / | 0% | 0% | -9% | -7% | / | /
COc1cc(/C=C(\C#N)c2nc3ccccc3[nH]2)ccc1O | -22 | 13% | 34%[activator] | -0.5% | -5% | -18% | ? | -9% | 2% | 0 | -6%
O=S(=O)(c1ccc(SCc2ccc(Br)cc2)nc1)N1CCCCC1 | -3 | 0% | / | -0.8% | / | / | -4% | 11% | 15% | / | /
Cc1ccnc(SCc2cc(=O)c(OC(=O)c3ccc(S(=O)(=O)N4CCCC4)cc3)co2)n1 | -5 | 2% | -5% | -1.0% | 2% | -1% | -5% | 17% | 0% | 6 | ?
COc1ccc(-c2csc(-n3ncc(-c4ccccn4)c3N)n2)cc1 | 5 | -9% | ? | 0.2% | 0% | 3% | 2% | -11% | 2% | 2 | 9%
COc1ccc(S(=O)(=O)Nc2cc(Sc3ncn[nH]3)c(O)c3ccccc23)cc1 | 6 | / | ? | -0.3% | -1% | / | ? | / | ? | -58* | -32%
CC(Cc1ccccc1)C(=O)NCc1nc2ccccc2s1 (stereo not drawn) | 3 | -2% | 0% | -0.5% | / | -2% | 5% | 1% | 0% | -2 | -13%
CC1CN(S(=O)(=O)c2cccc(C(=O)N(Cc3nnc(-c4ccccc4Cl)o3)C3CC3)c2)CC(C)O1 (stereo not drawn) | 17 | -5% | / | -0.9% | / | 1% | 0% | -30% | 1% | / | /

Five entries from above, sorted by formula weight, largest number first:
SMILES | Giardia killer | PTAP TSG101 blk | Menin-MLL TR inh | B2AR arrestin | GALK inh | ASM inhibitor | Chronic BCR inh | a7 integrin act | Tb PFK block | Coupling enz | PKM2 act
CC1CN(S(=O)(=O)c2cccc(C(=O)N(Cc3nnc(-c4ccccc4Cl)o3)C3CC3)c2)CC(C)O1 (stereo not drawn) | 17 | -5% | / | -0.9% | / | 1% | 0% | -30% | 1% | / | /
Cc1ccnc(SCc2cc(=O)c(OC(=O)c3ccc(S(=O)(=O)N4CCCC4)cc3)co2)n1 | -5 | 2% | -5% | -1.0% | 2% | -1% | -5% | 17% | 0% | 6 | ?
COc1ccc(S(=O)(=O)Nc2cc(Sc3ncn[nH]3)c(O)c3ccccc23)cc1 | 6 | / | ? | -0.3% | -1% | / | ? | / | ? | -58* | -32%
O=S(=O)(c1ccc(SCc2ccc(Br)cc2)nc1)N1CCCCC1 | -3 | 0% | / | -0.8% | / | / | -4% | 11% | 15% | / | /
COc1ccc(-c2csc(-n3ncc(-c4ccccn4)c3N)n2)cc1 | 5 | -9% | ? | 0.2% | 0% | 3% | 2% | -11% | 2% | 2 | 9%
